Screening data from PubChem BioAssay.
PriA SSB inh – K. pneumoniae PriA-SSBct interaction inhibition. AlphaScreen SSBct-PriA binding, biotinylated peptide. inhibition, % at 33 µM. actives 0.6% (n = 430,000). AID 1272365; in the data active = inhibition mostly above about 37%, no sharp cut-off; inactive = mostly below about 20%;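 note: plate controls were negative control peptide for no effect and reference peptide for full effect; strong numbers were not always called active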
SARS 3CLpro inh – SARS-CoV 3CLpro protease inhibition | P0C6X7 | recombinant SARS-CoV 3CLpro, quenched FRET peptide cleavage | inhibition, % at 6 µM | actives 0.14% (n = 290,000); in the data active = inhibition above about 12%
VHR inh abs – blocks human VHR1 dual specificity phosphatase; P51452; recombinant VHR phosphatase, pNPP absorbance; inhibition, % at 13.3 µM; actives 0.52% (n = 290,000); AID 1654; in the data active = inhibition above about 50%; note: some compounds called inactive have numbers as strong as hits
Target sequence (P51452 whole entry, looked up): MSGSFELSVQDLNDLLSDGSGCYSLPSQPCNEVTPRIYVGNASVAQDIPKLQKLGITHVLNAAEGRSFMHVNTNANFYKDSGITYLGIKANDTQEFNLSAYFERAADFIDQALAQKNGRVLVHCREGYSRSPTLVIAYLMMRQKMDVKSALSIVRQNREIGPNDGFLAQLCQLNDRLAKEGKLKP
PrPC TRFRET – reduces human prion protein on the cell surface. cell surface PrPC, TR-FRET read-out. inhibition, % at 13.8 µM. actives 0.43% (n = 370,000). AID 720596; in the data active = inhibition above about 24%; note: 0% = median of the test wells and 100% = reference compound wells
Rv3671c inh – inhibitors of M. tuberculosis serine protease Rv3671c; P9WHR9; inhibition, % at 5.96 µM; actives 0.048% (n = 320,000); in the data active = inhibition above about 38%;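 note: extracellular domain of Rv3671c used as enzyme; 0% = enzyme with DMSO and 100% = no enzyme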
BoNT A protease – inhibitors of Botulinum neurotoxin A light chain protease. multiplex microsphere protease substrate cleavage, flow cytometry. inhibition, % at 10 µM. actives 0.17% (n = 360,000); note: plate controls were buffer without enzyme for full effect and enzyme alone for no effect
Anthrax LF inh2 – anthrax lethal factor protease inhibition. P15917. multiplex microsphere protease cleavage assay, LF. inhibition, % at 10 µM. actives 0.12% (n = 360,000); note: plate controls were buffer without enzyme for full effect and enzyme alone for no effect
Target sequence (P15917 whole entry, looked up): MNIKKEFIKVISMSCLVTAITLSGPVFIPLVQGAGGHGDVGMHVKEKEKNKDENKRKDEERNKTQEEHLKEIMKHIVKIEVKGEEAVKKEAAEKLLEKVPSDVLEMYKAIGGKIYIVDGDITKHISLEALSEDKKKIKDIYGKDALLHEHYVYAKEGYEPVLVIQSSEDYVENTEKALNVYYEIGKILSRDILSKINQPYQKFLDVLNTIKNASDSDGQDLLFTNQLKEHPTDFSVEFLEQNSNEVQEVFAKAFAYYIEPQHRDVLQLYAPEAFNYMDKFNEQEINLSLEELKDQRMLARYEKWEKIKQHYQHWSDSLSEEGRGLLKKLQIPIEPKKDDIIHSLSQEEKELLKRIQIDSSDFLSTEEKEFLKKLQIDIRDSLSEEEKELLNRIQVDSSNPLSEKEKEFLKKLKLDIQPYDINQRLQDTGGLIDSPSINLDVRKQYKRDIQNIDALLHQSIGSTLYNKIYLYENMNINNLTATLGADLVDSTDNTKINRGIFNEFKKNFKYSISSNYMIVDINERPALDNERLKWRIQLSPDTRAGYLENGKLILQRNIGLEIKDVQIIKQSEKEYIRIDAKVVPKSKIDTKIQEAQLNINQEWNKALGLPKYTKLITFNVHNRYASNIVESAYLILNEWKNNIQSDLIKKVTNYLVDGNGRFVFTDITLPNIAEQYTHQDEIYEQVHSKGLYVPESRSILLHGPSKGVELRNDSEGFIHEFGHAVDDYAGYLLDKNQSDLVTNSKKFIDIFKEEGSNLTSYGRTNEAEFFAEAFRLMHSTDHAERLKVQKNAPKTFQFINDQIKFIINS
MazF activator – increases E. coli MazEF RNase cleavage of RNA. FAM/BHQ RNA-DNA oligo cleavage fluorescence, 5 h. actives 0.32% (n = 350,000). activation, % at 20 µM; in the data active = activation above about 50%
Target sequence (P0AE70 whole entry, looked up): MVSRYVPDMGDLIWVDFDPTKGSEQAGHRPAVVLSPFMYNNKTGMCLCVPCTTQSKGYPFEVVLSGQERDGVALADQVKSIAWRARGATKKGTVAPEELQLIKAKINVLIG
BoNT F protease – blocks Botulinum neurotoxin F light chain protease | inhibition, % at 10 µM | Multiplex microsphere protease cleavage assay, flow cytometry | AID 588497 | actives 0.22% (n = 360,000); in the data active = inhibition above about 35%, passing the limit was not always enough; inconclusive = no clear call, values can overlap the other calls; note: plate controls were buffer without enzyme for full effect and enzyme alone for no effect
CCHF vOTU inh – CCHFV vOTU protease inhibition; Pep-AMC fluorescence; inhibition, % at 11.5 µM; actives 0.55% (n = 370,000); AID 651958; in the data active = inhibition above about 30%; note: 0% = vehicle wells with enzyme and 100% = no enzyme wells
* marks the source's active call; other numbers are inactive results. Cut-off read from the data, not from the text of the source, unless noted: active = inhibition above about 30%; inconclusive = no clear call, values can overlap the other calls; inactive = below that.

For CCc1nnc(NC(=O)CSc2nnc(-c3ccc(O)cc3)n2C)s1 the results were PriA SSB inh -4, SARS 3CLpro inh 3, VHR inh abs 16, PrPC TRFRET -3, Rv3671c inh 6, BoNT A protease -0.3, Anthrax LF inh2 -4, MazF activator 3, BoNT F protease -1 and CCHF vOTU inh -12.
`CC(c1cccs1)N(Cc1ccco1)C(=S)Nc1ccccc1Cl` (configuration not stated) gave PriA SSB inh -17, SARS 3CLpro inh 1, VHR inh abs 12, PrPC TRFRET 1, Rv3671c inh -8, BoNT A protease -0.5, Anthrax LF inh2 0, MazF activator -6, BoNT F protease -4 and CCHF vOTU inh 6.
O=C(Cn1cnc2c(nnn2-c2cccc(Cl)c2)c1=O)N1CCCC1 was read as PriA SSB inh -29, SARS 3CLpro inh -3, VHR inh abs 33, PrPC TRFRET -6, Rv3671c inh -2, BoNT A protease inconclusive, Anthrax LF inh2 -4, MazF activator -8, BoNT F protease 2 and CCHF vOTU inh 11.
Screening CC(=O)Nc1ccc(Oc2cc(NC(C)=O)cc([N+](=O)[O-])c2)cc1 returned PriA SSB inh -7, SARS 3CLpro inh -2, VHR inh abs 18, PrPC TRFRET -53, Rv3671c inh -5, BoNT A protease 0.4, Anthrax LF inh2 2, MazF activator 10, BoNT F protease -5 and CCHF vOTU inh -12.
`CN1CCN(C(=O)CCc2ncc(C(F)(F)F)cc2Cl)CC1` gave PriA SSB inh -6, SARS 3CLpro inh 3, VHR inh abs 7, PrPC TRFRET -1, Rv3671c inh 8, BoNT A protease -0.2, Anthrax LF inh2 -1, MazF activator 1, BoNT F protease -10 and CCHF vOTU inh -2.
`CN1C(=S)N(c2ccccc2)C(=O)/C1=C/c1cccs1` gave PriA SSB inh 5, SARS 3CLpro inh 3, VHR inh abs 1, PrPC TRFRET 3, Rv3671c inh 4, BoNT A protease 2.3, Anthrax LF inh2 2, MazF activator 21, BoNT F protease 2 and CCHF vOTU inh 11.
For NC(=O)NCCN1CCN(c2ncc(C(F)(F)F)cc2Cl)CC1 the results were PriA SSB inh 4, SARS 3CLpro inh 0, VHR inh abs 5, PrPC TRFRET 4, Rv3671c inh -4, BoNT A protease -0.4, Anthrax LF inh2 -7, MazF activator 5, BoNT F protease 1 and CCHF vOTU inh 4.
Screening COC(=O)CC1c2cc(OC)c(OC)cc2CC(=O)c2cc(OC)c(OC)cc21 (configuration not stated) returned PriA SSB inh 7, SARS 3CLpro inh -4, VHR inh abs 6, PrPC TRFRET -9, Rv3671c inh -4, BoNT A protease 0.0, Anthrax LF inh2 -3, MazF activator 4, BoNT F protease 1 and CCHF vOTU inh -9.
C[C@@H]1CN([C@@H](C)CO)C(=O)CCCn2nncc2CO[C@@H]1CN(C)C(=O)CCC(F)(F)F was read as PrPC TRFRET -11, BoNT A protease -0.4, Anthrax LF inh2 -9, MazF activator 1, BoNT F protease 1 and CCHF vOTU inh 1.
Screening O=C(c1ccc(Cl)cc1)N(Cc1ccccc1F)N1C(=O)CCCC1=O returned PriA SSB inh 3, SARS 3CLpro inh 1, VHR inh abs 17, PrPC TRFRET 3, Rv3671c inh -5, BoNT A protease -1.1, Anthrax LF inh2 2, MazF activator 1, BoNT F protease 0 and CCHF vOTU inh 11.

Ordered by SMILES length (largest number first): some entries from above
C[C@@H]1CN([C@@H](C)CO)C(=O)CCCn2nncc2CO[C@@H]1CN(C)C(=O)CCC(F)(F)F was read as PrPC TRFRET -11, BoNT A protease -0.4, Anthrax LF inh2 -9, MazF activator 1, BoNT F protease 1 and CCHF vOTU inh 1.
`CN1CCN(C(=O)CCc2ncc(C(F)(F)F)cc2Cl)CC1` gave PriA SSB inh -6, SARS 3CLpro inh 3, VHR inh abs 7, PrPC TRFRET -1, Rv3671c inh 8, BoNT A protease -0.2, Anthrax LF inh2 -1, MazF activator 1, BoNT F protease -10 and CCHF vOTU inh -2.
`CN1C(=S)N(c2ccccc2)C(=O)/C1=C/c1cccs1` gave PriA SSB inh 5, SARS 3CLpro inh 3, VHR inh abs 1, PrPC TRFRET 3, Rv3671c inh 4, BoNT A protease 2.3, Anthrax LF inh2 2, MazF activator 21, BoNT F protease 2 and CCHF vOTU inh 11.

Continued:
`CCNS(=O)(=O)c1ccc2c(c1)n(C)c(=O)n2C` gave PriA SSB inh -2, SARS 3CLpro inh -2, VHR inh abs 15, PrPC TRFRET 10, Rv3671c inh 2, BoNT A protease 3.6, Anthrax LF inh2 1, MazF activator 7, BoNT F protease 2 and CCHF vOTU inh 5.
Screening CCn1nc(C)c(C2C(C#N)=C(N)OC3=C2C(=O)CC(C)(C)C3)c1C (configuration not stated) returned PriA SSB inh 3, SARS 3CLpro inh -8, VHR inh abs 2, PrPC TRFRET 4, Rv3671c inh -5, BoNT A protease 1.9, Anthrax LF inh2 2, MazF activator -1, BoNT F protease 10 and CCHF vOTU inh -17.
Screening COc1ccc(OC)c(S(=O)(=O)N2CCCC(C(=O)NCCN3CCOCC3)C2)c1 (configuration not stated) returned PriA SSB inh -9, SARS 3CLpro inh -7, VHR inh abs 21, PrPC TRFRET -10, Rv3671c inh 13, BoNT A protease 4.9, Anthrax LF inh2 -1, MazF activator 5, BoNT F protease 10 and CCHF vOTU inh 5.
For Cc1ccc(OCC(=O)Nc2ccc(N3CCN(C(=O)c4ccc(C)cc4)CC3)cc2)cc1 the results were PriA SSB inh 3, SARS 3CLpro inh 8, VHR inh abs 3, PrPC TRFRET -9, Rv3671c inh -1, BoNT A protease -0.5, Anthrax LF inh2 -3, MazF activator -17, BoNT F protease -2 and CCHF vOTU inh 8.
Cc1cccc2cc(C#N)c(SCC#N)nc12 was read as PriA SSB inh -55, SARS 3CLpro inh 1, VHR inh abs 12, PrPC TRFRET -8, Rv3671c inh 2, BoNT A protease 0.9, Anthrax LF inh2 0, MazF activator -11, BoNT F protease -1 and CCHF vOTU inh 0.
For C/C(=N\NC(=O)c1ccc(N2CCCC2=O)cc1)c1ccc(O)cc1O the results were SARS 3CLpro inh -6, VHR inh abs 1, PrPC TRFRET 4, Rv3671c inh 23, BoNT A protease -0.9, Anthrax LF inh2 0, MazF activator -3, BoNT F protease -2 and CCHF vOTU inh 3.
For OC[C@H](O)[C@H](O)[C@@H](O)[C@@H](O)[C@@H]1SC(c2ccccc2)=NN1c1ccccc1 the results were PriA SSB inh -5, SARS 3CLpro inh 0, VHR inh abs -3, PrPC TRFRET -3, Rv3671c inh 6, BoNT A protease 0.4, Anthrax LF inh2 4, MazF activator 0, BoNT F protease 2 and CCHF vOTU inh -9.
Cc1ccc(C(=O)Nc2ccc3c(c2)OCCO3)c(C)c1 was read as PriA SSB inh -4, SARS 3CLpro inh -1, VHR inh abs 23, PrPC TRFRET 6, Rv3671c inh 4, BoNT A protease 3.7, Anthrax LF inh2 -4, MazF activator 0, BoNT F protease inconclusive and CCHF vOTU inh -2.
`Cc1ncc(CO)c(/C=N/NC(=O)c2ccccc2Br)c1O` gave SARS 3CLpro inh -6, VHR inh abs 0, PrPC TRFRET 1, Rv3671c inh 5, BoNT A protease -1.2, Anthrax LF inh2 -3, MazF activator -4, BoNT F protease -10 and CCHF vOTU inh -77.
Screening Cc1ccc(O)c(C(=O)c2cc(C(=O)NCCc3ccccc3)c(=O)n(CCc3ccccc3)c2)c1 returned PriA SSB inh -10, SARS 3CLpro inh 7, VHR inh abs -10, PrPC TRFRET 4, Rv3671c inh -32, BoNT A protease 0.2, Anthrax LF inh2 1, MazF activator -19, BoNT F protease -5 and CCHF vOTU inh -8.
`CCC(C)[C@H](NC(=O)[C@H](Cc1ccccc1)n1c(=O)[nH]c2ccccc2c1=O)C(=O)N1CCC[C@@H]1C(=O)O` (some centres not stated) gave PriA SSB inh 1, SARS 3CLpro inh -4, VHR inh abs -3, PrPC TRFRET 2, Rv3671c inh 0, BoNT A protease -0.6, Anthrax LF inh2 0, MazF activator 1, BoNT F protease -8 and CCHF vOTU inh -2.
For Cc1ccc(Nc2cc(C)nc3nnnn23)cc1 the results were PriA SSB inh -9, SARS 3CLpro inh -1, VHR inh abs 20, PrPC TRFRET 7, Rv3671c inh -1, BoNT A protease 0.2, Anthrax LF inh2 1, MazF activator 6, BoNT F protease -6 and CCHF vOTU inh -1.
Screening CCOc1ccc(CN(CCC#N)C(=S)NC(=O)c2ccccc2)cc1 returned PriA SSB inh -3, SARS 3CLpro inh -1, VHR inh abs 18, PrPC TRFRET 3, Rv3671c inh -7, BoNT A protease -0.1, Anthrax LF inh2 0, MazF activator 10, BoNT F protease -6 and CCHF vOTU inh 6.
`C=CCNC(=O)/C(=C\c1ccco1)NC(=O)c1ccco1` gave PriA SSB inh -4, SARS 3CLpro inh 0, VHR inh abs 23, PrPC TRFRET -6, Rv3671c inh 1, BoNT A protease 1.3, Anthrax LF inh2 -3, MazF activator 3, BoNT F protease -30 and CCHF vOTU inh -5.
CN(CC(=O)Nc1ccccc1Cl)CC(=O)N(C)c1c(N)n(Cc2ccccc2)c(=O)[nH]c1=O was read as PriA SSB inh 5, PrPC TRFRET -1, Rv3671c inh 7, BoNT A protease -0.1, Anthrax LF inh2 -4, MazF activator 0, BoNT F protease 1 and CCHF vOTU inh 2.
CN(C)CCN(Cc1ccccc1)C(=O)[C@H](Cc1ccccc1)N1C(=O)c2ccccc2C1=O was read as PriA SSB inh -2, SARS 3CLpro inh 1, VHR inh abs 2, PrPC TRFRET -5, Rv3671c inh 3, BoNT A protease -0.7, Anthrax LF inh2 5, MazF activator 1, BoNT F protease 13 and CCHF vOTU inh 3.
For FC(F)(F)c1cc(-c2ccco2)nc(-n2nnc3ccccc32)n1 the results were PriA SSB inh -10, SARS 3CLpro inh 2, VHR inh abs -4, PrPC TRFRET -1, Rv3671c inh 3, BoNT A protease 1.8, Anthrax LF inh2 -4, MazF activator 26, BoNT F protease 2 and CCHF vOTU inh 2.
CCN1C(=O)CC(SC2CC(=O)N(CC)C2=O)C1=O (configuration not stated) was read as PriA SSB inh -14, PrPC TRFRET 10, BoNT A protease 0.8, Anthrax LF inh2 -8, MazF activator 4, BoNT F protease -5 and CCHF vOTU inh 11.
For Cc1cc(C)cc(NC(=O)CCC(=O)Nc2nnc(C(F)(F)F)s2)c1 the results were PriA SSB inh -6, SARS 3CLpro inh 0, VHR inh abs 23, PrPC TRFRET -2, Rv3671c inh -4, BoNT A protease -6.1, Anthrax LF inh2 -8, MazF activator 1, BoNT F protease -33 and CCHF vOTU inh -9.
CCOc1ccc(Cl)cc1S(=O)(=O)N1CCC(C(=O)NCc2cccnc2)CC1 was read as PriA SSB inh -3, SARS 3CLpro inh -7, VHR inh abs 30, PrPC TRFRET 7, Rv3671c inh 4, BoNT A protease 1.3, Anthrax LF inh2 1, MazF activator 2, BoNT F protease 5 and CCHF vOTU inh 2.
Screening CCCOc1ccccc1NS(=O)(=O)c1ccc2[nH]c(=O)[nH]c2c1 returned PriA SSB inh -5, SARS 3CLpro inh 4, VHR inh abs 14, PrPC TRFRET 2, Rv3671c inh 8, BoNT A protease 1.3, Anthrax LF inh2 2, MazF activator 8, BoNT F protease -1 and CCHF vOTU inh -15.
`CCc1c(C)sc(NC(=O)c2cc(-c3ccc(OC)c(OC)c3)on2)c1C#N` gave PriA SSB inh -5, SARS 3CLpro inh 4, VHR inh abs 14, PrPC TRFRET 2, Rv3671c inh -4, BoNT A protease 0.1, Anthrax LF inh2 2, MazF activator -2, BoNT F protease 0 and CCHF vOTU inh -5.
Screening O=S1OCCN1c1ccccc1 (configuration not stated) returned PriA SSB inh -4, SARS 3CLpro inh 2, VHR inh abs 36, PrPC TRFRET 9, Rv3671c inh -6, BoNT A protease 0.0, Anthrax LF inh2 -9, MazF activator 5, BoNT F protease -5 and CCHF vOTU inh 14.
Screening CCn1c(COC(=O)CNC(=O)c2ccccc2)nc2cc(S(=O)(=O)N(C)C)ccc21 returned PriA SSB inh 0, PrPC TRFRET -5, Rv3671c inh 6, BoNT A protease -0.5, Anthrax LF inh2 4, MazF activator 7, BoNT F protease -5 and CCHF vOTU inh 1.
For CCC(C)N1C(=S)SC(C)(C)C1N(O)C(=O)NC1CCCCC1 (configuration not stated) the results were PriA SSB inh -10, SARS 3CLpro inh -1, VHR inh abs 21, PrPC TRFRET 2, Rv3671c inh 1, BoNT A protease -1.8, Anthrax LF inh2 7, MazF activator -4, BoNT F protease inconclusive and CCHF vOTU inh -1.

Only part of the results is shown; the hit share may differ from the screen's.
